PLAP inhibitors HTS: PLAP enzyme inhibitors, biochemical, luminescence, HTS (AID 690) | inhibition, % at 20 µM; hits with a dose series show IC50 in µM | purified PLAP, luminescent substrate; higher % means a stronger effect | 0.08% of 96,000 active; in the data active = a potency from the dose series; inactive = the rest, 99 in 100 with inhibition below about 30%; also: strong numbers were not always called active
NFkB transloc pot: enhances IL-1B driven NFkB nuclear translocation; HUVEC IL-1B NFkB p65 nuclear translocation imaging; activation, % at 2 µM; 0.3% of 94,000 active;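 active = activation above 40%, about the mean plus 3 SD, also judged a hit on visual image review; inconclusive = activation above 40% but not a hit on visual review; inactive = activation not above 40% and no visual hit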;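 also: percent activation is computed from the nuclear over cytoplasmic p65 intensity ratio; values of inactives mirror those of a sister screen read the other way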
Bcl-B TR3 displacers: displacers of TR3 peptide from Bcl-B, primary screen, selectivity assay for Bfl-1 inhibitor project, biochemical, fluorescence polarization; FP displacement of FITC-TR3 peptide from Bcl-B; higher % means a stronger effect; displacement, % at 20 µM, or IC50 in µM where a hit was titrated; 0.11% of 96,000 active;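 active = displacement above 50% at 20 µM plus a fluorescence interference ratio under 1.5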;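 also: plate controls were wells without compound for no effect and wells lacking Bcl-B protein for full effect; a part of the inactive calls stands beside numbers as strong as those of hits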
IL1B NFkB inh: blocks IL-1B driven NFkB nuclear translocation in HUVEC cells | HUVEC IL-1B NFkB p65 nuclear translocation imaging | inhibition, % at 2 µM | 0.43% of 94,000 active | AID 796;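 active = inhibition above about 30% together with a positive call from visual inspection of the well image, limit read from the data; inconclusive = inhibition above a set limit but visual check negative; inactive = inhibition not above a set limit, visual check negative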;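 also: nuclear over cytoplasmic p65 intensity ratio measured by imaging; 0% = IL-1B stimulated DMSO wells and 100% = unstimulated DMSO wells; values of inactives mirror those of a sister screen read the other way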
MRP reversal: compounds reversing MRP-mediated drug resistance | H69AR cells + 2 uM doxorubicin, CellTiter-Glo, 72 h | differential viability (reversal), % at 10 µM | 0.04% of 85,000 active | AID 602;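 active = viability drop by adding the cancer drug above about 55%, with treated viability meeting a 40% cutoff, limit read from the data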;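 also: viability without doxorubicin minus viability with 2 µM doxorubicin for each compound; larger differential means the compound sensitizes cells more to doxorubicin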
MRP reversal cytotoxicity: further read-out of MRP reversal, marked with its call; viability, %; H69AR cells, CellTiter-Glo, 72 h; measured here: cytotoxicity without doxorubicin
MRP reversal with doxorubicin: second read-out of MRP reversal, no call of its own (marks repeat the call); viability, %; measured here: viability with 2 uM doxorubicin; stronger effect = lower value
IL1B NFkB inh cell count 2 µM: second read-out of IL1B NFkB inh, no call of its own (marks repeat the call); cell count; measured here: cells passing quality filter;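 raw number of nuclei counted in each imaged well without normalization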
NFkB transloc pot cell count 2 µM: also measured in NFkB transloc pot; calls as there; cell count; measured here: cells passing quality filter
Starred values were filed as active, the others as inactive; ? = inconclusive; . = not tested or not shown.

Preview:
SMILES	PLAP inhibitors HTS	NFkB transloc pot	NFkB transloc pot cell count 2 µM	Bcl-B TR3 displacers	IL1B NFkB inh	IL1B NFkB inh cell count 2 µM	MRP reversal	MRP reversal cytotoxicity	MRP reversal with doxorubicin
OC(CNCc1ccc(F)cc1)(c1ccc(F)cc1)c1ccc(F)cc1	31%	.	.	4%	.	.	.	.	.
O=C(O)CCCCCNC(=O)c1cccc(Br)c1	7%	6	206	-1%	-6	206	9	96	88

This part in full, from the first entry:
SMILES	PLAP inhibitors HTS	NFkB transloc pot	NFkB transloc pot cell count 2 µM	Bcl-B TR3 displacers	IL1B NFkB inh	IL1B NFkB inh cell count 2 µM	MRP reversal	MRP reversal cytotoxicity	MRP reversal with doxorubicin
OC(CNCc1ccc(F)cc1)(c1ccc(F)cc1)c1ccc(F)cc1	31%	.	.	4%	.	.	.	.	.
O=C(O)CCCCCNC(=O)c1cccc(Br)c1	7%	6	206	-1%	-6	206	9	96	88
O=C1C=C(N2CCN(C(=O)c3ccccc3)CC2)C2(CCCCC2)O1	13%	11	189	12%	-11	189	.	.	.
O=S(=O)(Nc1ccc(N2CCOCC2)cc1)c1ccccc1	-12%	-6	157	6%	6	157	7	96	88
COc1cccc(C2/C(=C(\O)c3ccc(OC)c(OC)c3)C(=O)C(=O)N2c2cc(C)on2)c1 (stereo unspecified)	-23%	3	138	-5%	-3	138	-14	62	76
C=CCNc1nc(NCCO)nc(N2CCCC2)n1	-28%	1	98	-7%	-1	98	5	84	79
CSc1nsc(SCC(=O)Nc2ccc3c(c2)OCCO3)n1	22%	12	93	-4%	-12	93	7	71	64
Cc1ccnc2nc(C(=O)NCc3cccs3)nn12	10%	14	142	-8%	-14	142	3	89	86
Cc1cc(C)cc(NC(=O)Cn2cc3c(n2)CCCCC3)c1	12%	3	196	3%	-3	196	.	.	.
CCC(=O)NCCN1CCN(C(=O)CC)CC1	-23%	-2	102	5%	2	102	-11	76	88
CCc1ccc(C2C(C#N)=C(N)SC(N)=C2C#N)cc1	-32%	9	89	-58%	-10	89	17	86	69
COCCNC(C(=O)Nc1cc(Cl)cc(Cl)c1)c1ccccc1 (stereo unspecified)	-44%	21	168	-8%	-21	168	.	.	.
O=C(O)C1CC=CCC1C(=O)NCc1ccccc1 (stereo unspecified)	23%	10	147	0%	-10	147	-5	100	105
O=C(O)CCSCC(=O)c1ccc2c(c1)OCCO2	16%	11	118	12%	-11	118	-6	98	104
CCc1ccc(NC(=O)CSc2nnc(-c3ccccn3)n2C)cc1	-48%	-3	179	5%	3	179	22	89	66
O=C(c1cccc(C(F)(F)F)c1)N1CCN(C2CCCCC2)CC1	-48%	-3	118	-7%	3	118	6	83	77
O=C(CCc1ccccc1)Nc1nnc(-c2cccs2)o1	-14%	.	.	-8%	.	.	5	102	98
CCOc1ccc(N2C(=O)CC(N(O)c3ccccc3)C2=O)cc1 (stereo unspecified)	4%	-9	107	-4%	9	107	6	83	77
CCN1C(=O)C2C(c3cccc(F)c3)NC(C)(C(=O)OC)C2C1=O (stereo unspecified)	-7%	8	181	-1%	-8	181	3	90	87
Cn1c(/C=N/NC(=O)c2ccccc2Br)nc2ccccc21	-74%	3	120	-5%	-3	120	.	.	.
CC(=O)c1cc(F)c(N2CCN(C(=O)COc3ccc(F)cc3)CC2)cc1C	.	16	18	.	-16	18	9	80	71
Cn1c(=O)[nH]c(=O)c2c1nc(N1CCCCC1)n2CC(O)CN1CCCCC1 (stereo unspecified)	-46%	4	162	-1%	-4	162	-1	76	77
Cc1ccc(C)n1NC(=O)c1ccccc1	-5%	-1	170	0%	1	170	-12	82	93
CCCc1c(O)nc(SCc2ccccc2)[nH]c1=O	4%	26	111	0%	-26	111	0	94	94
COc1ccc(CNC(=O)CN2C(=O)C3CCCN3c3ncc(Cl)cc32)cc1 (stereo unspecified)	-63%	6	187	-201%	-6	187	2	84	82
O=Cc1ccc(OCc2ccccn2)cc1	.	1	82	.	-1	82	1	87	86
COc1ccc(Cl)cc1CN1CCN(c2nc(C)cc(C)c2C#N)CC1	-58%	5	96	117%	-5	96	18	91	72
Cc1nn(-c2ccccc2)c2sc(C(=O)N3CCc4ccccc4C3)cc12	-36%	.	.	-4%	.	.	9	93	84
CCN(CC)c1ncnc2c1ncn2Cc1c(Cl)cccc1Cl	.	7	95	.	-7	95	1	83	82
CN(c1ccc(C(=O)NCc2ccccc2)cc1)S(C)(=O)=O	-20%	4	96	-11%	-4	96	12	110	98
Cc1ccc(-c2nn3c(C)nnc3c3ccccc23)cc1S(=O)(=O)NCc1ccco1	7%	.	.	-1%	.	.	14	63	49
O=S(=O)(c1ccc(Cl)s1)N1CCN(c2ncccn2)CC1	14%	10	107	4%	-10	107	0	91	91
O=C(CCc1c[nH]c2ccccc12)NCC1CCCO1 (stereo unspecified)	14%	-12	111	-6%	12	111	-19	82	101
Cc1ccc(C2CC(c3cccc(C)c3)n3nc(N)nc3N2)cc1 (stereo unspecified)	-9%	.	.	1%	.	.	6	95	89
CC(=O)N1CCc2cc(S(=O)(=O)NC(CC(C)C)C(=O)Nc3ccc4c(c3)OCCO4)ccc21 (stereo unspecified)	8%	.	.	-12%	.	.	-4	101	105
O=C(CN1C(=O)C2CC=CCC2C1=O)Nc1nnc(SCc2c(Cl)cccc2Cl)s1 (stereo unspecified)	-49%	12	168	-18%	-12	168	.	.	.

Five of these compounds in another layout.
Each structure is followed by: PLAP inhibitors HTS | NFkB transloc pot | NFkB transloc pot cell count 2 µM | Bcl-B TR3 displacers | IL1B NFkB inh | IL1B NFkB inh cell count 2 µM | MRP reversal | MRP reversal cytotoxicity | MRP reversal with doxorubicin
COCCNC(C(=O)Nc1cc(Cl)cc(Cl)c1)c1ccccc1 (stereo unspecified)
  -44% | 21 | 168 | -8% | -21 | 168 | . | . | .
O=C(O)C1CC=CCC1C(=O)NCc1ccccc1 (stereo unspecified)
  23% | 10 | 147 | 0% | -10 | 147 | -5 | 100 | 105
O=C(O)CCSCC(=O)c1ccc2c(c1)OCCO2
  16% | 11 | 118 | 12% | -11 | 118 | -6 | 98 | 104
CCc1ccc(NC(=O)CSc2nnc(-c3ccccn3)n2C)cc1
  -48% | -3 | 179 | 5% | 3 | 179 | 22 | 89 | 66
O=C(c1cccc(C(F)(F)F)c1)N1CCN(C2CCCCC2)CC1
  -48% | -3 | 118 | -7% | 3 | 118 | 6 | 83 | 77

Returning to the listing, repeating the 7 entries before the break.
SMILES	PLAP inhibitors HTS	NFkB transloc pot	NFkB transloc pot cell count 2 µM	Bcl-B TR3 displacers	IL1B NFkB inh	IL1B NFkB inh cell count 2 µM	MRP reversal	MRP reversal cytotoxicity	MRP reversal with doxorubicin
CN(c1ccc(C(=O)NCc2ccccc2)cc1)S(C)(=O)=O	-20%	4	96	-11%	-4	96	12	110	98
Cc1ccc(-c2nn3c(C)nnc3c3ccccc23)cc1S(=O)(=O)NCc1ccco1	7%	.	.	-1%	.	.	14	63	49
O=S(=O)(c1ccc(Cl)s1)N1CCN(c2ncccn2)CC1	14%	10	107	4%	-10	107	0	91	91
O=C(CCc1c[nH]c2ccccc12)NCC1CCCO1 (stereo unspecified)	14%	-12	111	-6%	12	111	-19	82	101
Cc1ccc(C2CC(c3cccc(C)c3)n3nc(N)nc3N2)cc1 (stereo unspecified)	-9%	.	.	1%	.	.	6	95	89
CC(=O)N1CCc2cc(S(=O)(=O)NC(CC(C)C)C(=O)Nc3ccc4c(c3)OCCO4)ccc21 (stereo unspecified)	8%	.	.	-12%	.	.	-4	101	105
O=C(CN1C(=O)C2CC=CCC2C1=O)Nc1nnc(SCc2c(Cl)cccc2Cl)s1 (stereo unspecified)	-49%	12	168	-18%	-12	168	.	.	.
CCc1nnc(NC(=O)c2ccc(S(=O)(=O)N3CCCc4ccccc43)cc2)o1	-114%	-4	163	-10%	4	163	-17	20	37
O=C(CCOc1ccccc1)NCc1ccccc1	16%	13	120	0%	-13	120	-19	84	103
CCOC(=O)c1c(N)sc2c1CCC(C)C2 (stereo unspecified)	-2%	-3	130	6%	3	130	9	101	92
Fc1ccc(CSc2ncnc3sc4c(c23)CCCC4)cc1	0%	-3	167	1%	3	167	.	.	.
COc1ccc(/C(O)=C2/C(=O)C(=O)N(Cc3cccnc3)C2c2ccco2)cc1OC (stereo unspecified)	7%	4	92	-5%	-4	92	-18	80	98
O=S(=O)(Cc1ccccc1)NCc1cccnc1	2%	2	96	0%	-2	96	8	95	86
COc1ccc(S(=O)(=O)N2CCCC(C(=O)NCc3ccncc3)C2)cc1 (stereo unspecified)	-45%	-6	129	-8%	6	129	0	95	95
O=C(CS(=O)(=O)Cc1ccccc1)Nc1nc2ccccc2s1	15%	-2	127	-1%	2	127	-12	75	87
O=C(NCCc1cccs1)C1CC(c2cccc([N+](=O)[O-])c2)=NO1 (stereo unspecified)	-8%	16	142	-4%	-16	142	.	.	.
COc1ccc2c(c1)c(=O)cc(C)n2CC(=O)NCc1ccco1	.	-7	96	43%	7	96	-6	78	84
O=C(O)CP(=O)(c1ccccc1)c1ccccc1	-4%	13	116	3%	-13	116	-21	88	109
COc1ccc(CCNC(=O)c2cnccn2)cc1	-13%	-5	132	-8%	5	132	14	95	81
Cc1ccsc1C1C2=C(CCCC2=O)Nc2ncnn21 (stereo unspecified)	-6%	-10	146	-7%	10	146	-15	74	89
CCC(=O)N(CCC(c1ccccc1)c1ccco1)Cc1cccs1 (stereo unspecified)	-25%	17	126	3%	-17	126	-1	88	90
CC(C)(C)n1nc2c(c1NC(=O)COc1ccc3ccccc3c1)CS(=O)C2 (stereo unspecified)	-12%	-4	173	13%	4	173	5	97	92
COc1ccc(CC(=O)OCc2cc3cccc(C)c3[nH]c2=O)cc1	6%	7	101	4%	-7	101	-4	89	93
CCOC(=O)c1nn(-c2ccccc2)c(=O)cc1SC(C)CC (stereo unspecified)	-21%	2	119	3%	-2	119	.	.	.
c1ccc(-n2nnnc2Oc2cccc3cccnc23)cc1	-20%	-8	146	-4%	8	146	-19	36	55
Cc1cccc(NC(=O)CC2SC(=NC3CCCCC3)NC2=O)c1 (stereo unspecified)	8%	.	.	-8%	.	.	8	96	88
Cc1ccc(N(C(=O)Nc2ccccc2)C2=NCC(C)S2)cc1 (stereo unspecified)	-49%	-8	158	-8%	8	158	11	88	77
Cc1ccc(-c2noc(C3CCCCC3)n2)cc1	0%	-2	189	-11%	2	189	-6	92	98
CC(NCC1(N2CCOCC2)CCCCC1)C(=O)N1CCc2ccccc21 (stereo unspecified)	-62%	24	140	-4%	-24	140	-12	71	83
CC(=O)C1C(c2ccco2)c2c(noc2C)CC1(C)O (stereo unspecified)	-4%	11	85	-3%	-11	85	-1	97	98
CCO/C(C)=C1\C(=O)N(CC)c2ccccc21	-41%	?	.	4%	-56	161	-6	81	86
CC(C)c1ccc(NC2(C#N)C(=O)Nc3ccccc32)cc1 (stereo unspecified)	-13%	-5	179	6%	6	179	-6	72	78
CC(=O)Nc1ccc(NC(=O)Cn2c(CC(=O)N3CCCC3)nc3ccccc32)cc1	-9%	27	132	-2%	-27	132	-6	93	99
CN(C)CCCOc1ccc(Cl)cc1Br	9%	0	191	5%	0	191	.	.	.
CCN(CC)CCN1C(=O)c2oc3ccccc3c(=O)c2C1c1ccc(C)cc1 (stereo unspecified)	-48%	-4	66	3%	6	66	10	79	69
O=C(CNC(=O)c1ccc(Cl)cc1Cl)NCCCn1ccnc1	17%	11	150	0%	-11	150	0	95	94
O=C(Nc1nnc(CCc2ccccc2)s1)C1CCCO1 (stereo unspecified)	2%	9	169	2%	-9	169	11	88	78
Cc1nn(Cc2ccc(Cl)c(Cl)c2)c(C)c1NC(=O)c1cc(CC(C)C)on1	-15%	.	.	-1%	.	.	-9	70	78
O=c1c(O)c(-c2cccs2)oc2ccccc12	-9%	19	152	9%	-19	152	-13	44	57
CCOC(=O)C1CCN(C(=O)c2cc(OCC)c(OCC)c(OCC)c2)CC1	-60%	17	108	-8%	-17	108	24	85	61
CCOc1ccccc1N(CC(=O)NC1CCCC1)C(=O)CCCC(=O)Nc1ccccn1	-76%	7	193	4%	-7	193	20	90	70

Screens (PubChem)

A portion of the library; count on the stated rates, not on these rows.
